D1 PAM = Potentiators of Human D1 Dopamine Receptor: qHTS; HEK293 TREx D1 cells, calcium flux, dopamine EC20 potentiation; potentiation, % at 10 µM; 360,000 tested, 0.036% active; AID 504651, 2011; in the data active means potentiation above about 30%; further: 0% is about no effect
Target sequence (P21728 whole entry, looked up): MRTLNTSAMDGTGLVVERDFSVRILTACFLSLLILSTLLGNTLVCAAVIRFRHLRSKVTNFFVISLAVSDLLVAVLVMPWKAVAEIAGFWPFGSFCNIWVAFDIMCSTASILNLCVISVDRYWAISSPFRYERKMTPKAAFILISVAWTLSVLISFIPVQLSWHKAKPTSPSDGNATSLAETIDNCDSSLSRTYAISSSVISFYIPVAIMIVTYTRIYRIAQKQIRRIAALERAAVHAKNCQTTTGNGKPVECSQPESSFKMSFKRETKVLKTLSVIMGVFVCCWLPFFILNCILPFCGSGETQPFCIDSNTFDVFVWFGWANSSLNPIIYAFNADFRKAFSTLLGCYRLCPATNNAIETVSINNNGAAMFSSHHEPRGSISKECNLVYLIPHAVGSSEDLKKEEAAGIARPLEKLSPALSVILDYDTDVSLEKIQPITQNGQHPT
Vif-A3G inh = qHTS for Inhibitors of Vif-A3G Interactions: qHTS. AID 602310, 2012. Potency, µM (series often up to 46.1 µM), inactives show at the highest dose activity, negative = active, actives largely listed as inhibitors. 410,000 tested, 0.076% active. DNA dC->dU-editing enzyme APOBEC-3G (Homo sapiens), Q9HC16. HeLa A3G-eYFP + Vif (tagged APOBEC3G with the HIV-1 protein that degrades it), YFP fluorescence, overnight;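 further: potency means the concentration at half of the fitted maximal effect; on the % scale 0 is the no-effect control and ±100 the full control effect; nearly all actives have a fitted effect of over 60% in size; hits raise eYFP signal because A3G escapes Vif-driven loss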
Target sequence (Q9HC16 whole entry, looked up): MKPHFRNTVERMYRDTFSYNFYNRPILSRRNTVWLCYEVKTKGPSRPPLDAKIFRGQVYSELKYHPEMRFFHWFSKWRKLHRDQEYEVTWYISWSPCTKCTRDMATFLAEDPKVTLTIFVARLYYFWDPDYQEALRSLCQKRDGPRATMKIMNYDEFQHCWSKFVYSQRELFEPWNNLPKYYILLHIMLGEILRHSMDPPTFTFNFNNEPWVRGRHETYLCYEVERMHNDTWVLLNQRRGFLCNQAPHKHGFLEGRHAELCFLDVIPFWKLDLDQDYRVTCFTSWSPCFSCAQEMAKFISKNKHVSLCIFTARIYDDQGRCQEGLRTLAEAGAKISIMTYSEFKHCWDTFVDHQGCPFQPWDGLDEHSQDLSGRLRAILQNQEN
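Read-out is eYFP fluorescence (Ex 488/Em 500-530) from Vif-expressing HeLa A3G-eYFP cells; more signal means A3G escaped Vif-mediated degradation. Cells plated overnight, compound pinned in, incubated overnight at 37 deg C.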
Glioma ERSR ind = qHTS for Inducers of the Endoplasmic Reticulum Stress Response (ERSR) in Human Glioma: qHTS. U87-MG GRP78 promoter luciferase reporter, 16 h. Potency, µM, for the others: top-dose activation, hits mostly activators. 420,000 tested, 0.02% active. AID 602332, 2012; further: potency means the concentration at half of the fitted maximal effect; series mostly up to about 76 µM; % of control where 0% means no effect; nearly all actives have a fitted effect of over 35% in size
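ERSR induction read as luciferase luminescence (Bright-Glo, 10 min at room temperature) in stably transfected human U87-MG glioma cells exposed to compounds for 16 h, using GRP78 as sensor.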
Vif-A3F inh = qHTS for Inhibitors of Vif-A3F Interactions: qHTS. HeLa A3F-eYFP + Vif (tagged APOBEC3F with the HIV-1 protein that degrades it), YFP fluorescence increase. AID 602313, 2012. Potency, µM (top dose mostly 46.1 µM), without a hit: at the top dose activity, negative = active. 390,000 tested, 0.2% active; further: potency means the concentration at half of the fitted maximal effect; % of control where 0% means no effect; nearly all actives have a fitted effect of over 65% in size
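HeLa cells stably expressing A3F-eYFP plus Vif, plated and incubated overnight at 37 deg C, then exposed to compounds overnight at 37 deg C. Blocked degradation read as raised yellow fluorescence (Ex 488/Em 500-530).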
RXFP1 antagonist = qHTS Assay for Antagonists of the Relaxin Receptor RXFP1; Relaxin receptor 1 (Homo sapiens), Q9HBX9; HEK293-RXFP1, relaxin-stimulated cAMP HTRF, 30 min; active compounds read low; activity change, negative = inhibition, % at 57.5 µM; 350,000 tested, 0.59% active; AID 1259400, 2018;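 active means activity change of -60% or lower, but not beyond a set lower limit; inconclusive means change between -60% and -40%, or beyond the set limit; inactive means change above -40%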; further: on the % scale 0 is the no-effect control and ±100 the full control effect
D1 ag = Allosteric Agonists of the Human D1 Dopamine Receptor: qHTS | HEK293 T-REx D1 cells, calcium flux, agonist mode | activation, % at 2 µM | 360,000 tested, 1% active | AID 504660, 2011; in the data active means activation above about 30%; further: 0% is about no effect
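Inducible HEK293 T-REx D1 cells, force-coupled to calcium signalling, were plated at 4000 cells/well with tetracycline and held overnight at 30 C. After no-wash calcium dye loading, compound-evoked calcium rise over 180 s flagged agonists.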
D1 antag = Antagonist of Human D 1 Dopamine Receptor: qHTS. HEK293 TREx D1 cells, calcium flux, dopamine EC80; active compounds read low. D(1A) dopamine receptor (Homo sapiens), P21728. activity change, negative = inhibition, % at 10 µM. 360,000 tested, 3.2% active; in the data active means activity change below about -30%; further: on the % scale 0 is the no-effect control and ±100 the full control effect
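Tetracycline-induced HEK293 T-REx cells with force-coupled D1 receptor were loaded with a no-wash calcium dye. Compound was added after a 10 s baseline and read kinetically for 180 s; EC80 dopamine was then added and calcium flux followed another 180 s.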
D2 potentiator = HTS Assay for Positive Allosteric Modulators of the Human D2 Dopamine Receptor: Primary Screen for Potentiators. D(2) dopamine receptor (Homo sapiens), P14416. HEK293 T-REx D2, calcium flux, EC20 dopamine potentiation. potentiation, % at 10 µM. 340,000 tested, 0.34% active. AID 485347, 2010;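 active means potentiation over 3 SD above the plate norm, cut at about 30% in these data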; further: 0% is about no effect
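Primary screen. Calcium kinetics in induced HEK293 T-REx D2 cells: compound pre-addition 180 s, EC20 dopamine, 180 s more.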
RXFP1 agonist = qHTS Assay for Agonists of the Relaxin Receptor RXFP1. Relaxin receptor 1 (Homo sapiens), Q9HBX9. HEK293T-RXFP1 cAMP TR-FRET, 30 min; response scale: percent of porcine relaxin response, buffer zero. Potency, µM (highest dose often 57.5 µM), without a hit: at the top dose activation, most hits filed as activators. 370,000 tested, 0.3% active. AID 2676, 2010; further: potency means the concentration at half of the fitted maximal effect; on the % scale 0 is the no-effect control and ±100 the full control effect; nearly all actives have a fitted effect of over 60% in size; many of its hits are not listed in these tables
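cAMP rise read by TR-FRET after 30 min, 37C compound exposure (up to 58 uM) in RXFP1-transfected HEK293 cells with Ro 20174 present. EC50 from Hill-equation fits, with 29 nM porcine relaxin as 100% and buffer as basal.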
An asterisk follows results filed as active; ? = inconclusive; nt = no result given; & = joins results of further samples. Unless noted, the call rests on the fitted dose curve; in most records, active means well fitted curve in the direction sought with a large enough effect; inconclusive means small, poorly fitted or top-dose-only effect, or another doubt; inactive means no such curve, though single readings can be large; an effect the other way counts as inactive or inconclusive.

No.	canonical_smiles	Vif-A3F inh	RXFP1 antagonist	Glioma ERSR ind	D2 potentiator	D1 ag	D1 antag	RXFP1 agonist	D1 PAM	Vif-A3G inh
1	Cc1nc(CCNC(=O)C2CCC(=O)N(CCc3cccc(F)c3)C2)sc1C (configuration not stated)	1%	-13	0%	-2	6	0	-1.2%	4	1%
2	COc1ccc(NC(=O)Nc2nnc(Cc3ccc(F)cc3)s2)cc1	-26%	-10	0%	-4	7	-13	4.6%	-8	-2%
3	CCOC(=O)C1CCN(Cc2c(O)ccc3ccccc23)CC1	-3%	-23	-2%	nt	-1	-5	2.2%	-7	-1%
4	O=C1CNCc2[nH]c3ccccc3c2N1c1ccccc1	-8%	10	0%	-1	1	3	1.5%	11	2%
5	COCCN1CN(S(=O)(=O)c2ccccc2)c2nc3ccccc3nc21	-11%	-5	4%	10	8	2	1.0%	13	-5%
6	CN1c2ccccc2C(=O)NC1c1ccc([N+](=O)[O-])s1 (configuration not stated)	-12%	-1	-5%	-19	4	-9	-0.3%	4	1%
7	Cc1ccc(/C=N/NC(=O)CNC(=O)c2ccc(C)c([N+](=O)[O-])c2)o1	-1%	4	-3%	0	1	3	2.4%	2	1%
8	Cc1cccc(Nc2nc(N3CCOCC3)nc(N3CCOCC3)n2)c1	-7%	-12	-3%	5	2	1	0.9%	-2	2%
9	COc1cc(OC)c(NC(=O)CCc2c(C)nc3cc(-c4ccccc4OC)nn3c2C)cc1Cl	-23%	nt	-2%	-8	4	-4	2.2%	-1	2%
10	O=C(COC(=O)C1CCN(c2ccc(C(F)(F)F)cn2)CC1)c1ccc(F)cc1	7%	-9	-1%	-10	43*	-35*	0.0%	-7	-6%
11	CC(=O)NC1C(=O)N(C)c2ccc(Br)cc21 (configuration not stated)	5%	-26	-1%	18	2	22	1.2%	-4	-1%
12	Cc1ccc(Cl)cc1N1CCN(c2nc3ccc(C(=O)c4ccccc4)cc3n3cnnc23)CC1	0%	-11	-3%	-3	4	2	1.1%	-1	-1%
13	CN1CCN(S(=O)(=O)c2ccc([N+](=O)[O-])cc2)CC1	-17%	6	-3%	12	5	-7	2.3%	-1	1%
14	COC(=O)c1ccccc1NC(=O)c1ccc(NC(=O)C2CCCO2)cc1 (configuration not stated)	-12%	?	-2%	-7	4	10	0.3%	-2	-1%
15	O=C(CCNS(=O)(=O)c1ccc(Br)cc1)NCC1CCCO1 (configuration not stated)	7%	5	-4%	2	5	-20	0.8%	nt	1%
16	CCN(C(=O)COC(=O)c1cc(-c2cccs2)nc2ccccc12)C1CCS(=O)(=O)C1 (configuration not stated)	-9%	24	0%	-2	1	-13	4.4%	-2	-10%
17	CCc1ccc(NC(=O)C2CCCN(S(=O)(=O)c3c(C)[nH]c(=O)[nH]c3=O)C2)cc1 (configuration not stated)	-1%&0%	13	-3%&-1%	-2&-3	4&1	11&1	0.5%&-0.5%	0&-1	-1%&7%
18	CC(c1ccc(F)cc1)n1cc(C(=O)NCc2ccccn2)nn1 (configuration not stated)	-13%	2	0%	2	22	14	0.2%	-4	4%
19	Cc1cc(C)c(S(=O)(=O)c2ccccc2)c(OC(=O)c2cc(F)c(F)cc2Cl)n1	-5%	-1	-3%	-6	2	-6	1.4%	1	0%
20	CCc1nc2c(oc3ccccc32)c(=O)[nH]1	1%	-8	-3%	-4	18	59	1.4%	3	-1%
21	O=C(c1cc2ccccc2oc1=O)N(Cc1cccs1)CC1CCCO1 (configuration not stated)	-5%	1	0%	-7	2	-16	-0.8%	-1	-7%
22	OCCN1CCN(C(=S)c2ccc(Cl)cc2)CC1	1%	-2	-7%	-9	-2	10	-0.2%	3	1%
23	COc1cc(NC(=S)NCCc2ccccc2)c(OC)cc1NC(=O)CC(C)C	2%	2	-3%	-5	0	-10	-1.3%	-3	1%
24	O=C(COC(=O)c1ccccc1C(=O)c1ccc(Cl)cc1)NCCc1ccccc1	-13%	-15	-6%	3	6	-8	-0.3%	-7	-4%
25	O=[N+]([O-])c1ccc(C2OCCO2)cc1CS(=O)(=O)c1ccccc1	-2%	-10	-6%	2	3	4	1.5%	-2	0%
26	Cc1ccc(/C=C/C(=O)OCC(=O)NCCc2ccc(S(N)(=O)=O)cc2)o1	0%	-17	3%	nt	nt	nt	nt	nt	2%
27	Cc1ccc(S(=O)(=O)NCCN2CCNC2=O)cc1	0%	-4	-3%	-1	1	0	0.0%	0	2%
28	Cc1ccnc(NC(NC(=O)C(C)C)(C(F)(F)F)C(F)(F)F)c1	-11%	18	-1%	4	3	10	5.4%	2	1%
29	CCOc1ccc(NS(=O)(=O)c2ccc(Cl)c(N=Nc3c(O)[nH]c(=S)[nH]c3=O)c2)cc1Br	-10%	1	2%	nt	nt	nt	nt	nt	-7%
30	COc1ccc2c(c1)CCc1cnoc1-2	4%	0	-2%	nt	nt	nt	nt	nt	3%
31	Cc1sc(NC(=O)C2C3C=CC(C3)C2C(=O)O)c(C(N)=O)c1-c1ccc(C(C)C)cc1 (configuration not stated)	-7%	21	2%	2	2	9	4.5%	-5	4%
32	O=C(NCCCN1CCCC1=O)c1ccc(CNS(=O)(=O)c2ccc(F)cc2)cc1	-8%	-11	-2%	10	2	2	1.2%	-1	1%
33	COc1cc(-c2cc(N)n(S(=O)(=O)c3ccccc3)n2)cc(OC)c1OC	5%	nt	-2%	7	0	-9	1.5%	-2	3%
34	COc1ccc(NC(=O)NC(=O)c2ccccc2)cc1	6%	-1	0%	1	2	1	-2.0%	-2	-5%
35	CC1=C(c2ccc(C)c(C)c2)S(=O)(=O)N(Cc2ccc(C(=O)NCc3ccccc3F)cc2)C1=O	-3%	-8	-2%	-6	10	2	0.2%	-3	2%
36	COC(=O)c1cccc(NC(=O)CCCN2C(=O)NC3(CCCC3)C2=O)c1	3%	-8	-4%	-3	0	-2	1.6%	-1	1%
37	Cc1ccsc1/C=N/Nc1nc2ccccc2s1	-15%	-2	-5%	-1	3	1	-2.7%	-5	-4%
38	O=C(c1cnc2n(c1=O)CCS2)N(c1ccccc1)C1CCCCC1	0%	7	1%	-3	-1	6	-0.7%	-1	1%
39	NC(=O)C1CCN(CCC(=O)Nc2cccc(Cl)c2)CC1	-5%	-4	-4%	2	1	-3	3.4%	8	1%
40	Cc1cc(OCC(=O)OC(C)C(=O)Nc2ccc(N3CCOCC3)cc2)ccc1Cl (configuration not stated)	0%	-12	-2%	0	14	-14	0.2%	-8	0%
41	COc1ccc(C(O)Cc2nccn2C)cc1 (configuration not stated)	-26%	-5	1%	nt	nt	nt	nt	nt	1%
42	Cc1ccc(C)n1N1C(=O)/C(=C\c2ccc(Cl)cc2)SC1=S	-7%	-35	8%	8	2	-1	-0.1%	-2	-4%
43	CC(SCc1cc(=O)n2c([nH]c3ccccc32)c1C#N)C(=O)O (configuration not stated)	-7%	-8	-2%	-3	3	-32*	2.2%	-4	-1%
44	O=c1c2c(-c3ccc([N+](=O)[O-])cc3)csc2nc2n1CCC2	-3%	11	2%	18	1	-2	?	-4	-7%
45	Cc1cc(N2CCCC2)ccc1NC(=O)CN1C(=O)NC2(CCCCC2)C1=O	3%	-13	-5%	3	0	2	-3.1%	-4	1%
46	COc1ccc(C/C(C)=N/NC(=S)Nc2ccc(C)c(C)c2)cc1	0%	0	-2%	8	2	1	2.2%	-1	-3%
47	Cc1ccc(CNC(=O)c2ccc(NC(=O)N3CCSc4ncccc43)cc2)cc1	4%	-10	0%	21	4	-26	-0.1%	-4	0%
48	O=C(Nc1cccc(Cl)c1Cl)c1cc2nc(-c3ccc(Cl)cc3)cc(C(F)(F)F)n2n1	-6%	-2	-1%	0	0	15	4.0%	0	4%
49	Cc1ccc(S(=O)(=O)N2[C@@H](c3ccc(F)cc3)C(C(=O)O)=CC[C@H]2c2cccc(C)c2)cc1	1%	nt	1%	0	-1	-1	3.1%	0	-4%
50	C=C(C)CNC(=S)Nc1cccc(N)n1	-18%	6	-9%	-11	3	-5	1.0%	-2	-3%

Additional results follow:
No.	canonical_smiles	Vif-A3F inh	RXFP1 antagonist	Glioma ERSR ind	D2 potentiator	D1 ag	D1 antag	RXFP1 agonist	D1 PAM	Vif-A3G inh
51	COc1ccc(N=Cc2cc(Cc3ccccc3Cl)cc([N+](=O)[O-])c2O)cc1OC	-5%	-10	-1%	-4	4	29	0.6%	-10	1%
52	COc1ccc(NC(=O)NNC(=O)C(O)(c2ccccc2)c2ccccc2)cc1	-10%	0	-1%	-5	5	-9	3.6%	-2	-7%
53	O=C(COC(=O)CNC(=O)C1CCCCC1)NCc1ccccc1	-5%	-10	-4%	-3	0	27	0.0%	-9	-1%
54	O=C(NCc1ccncc1)C(F)(F)C(F)(F)C(=O)NCc1ccncc1	-20%	-20	1%	0	6	-43*	3.2%	-7	-1%
55	COC(=O)c1ccc(CSc2nc3c(cnn3-c3ccc(C)cc3)c(=O)[nH]2)o1	-1%	6	6%	6	-3	-12	0.3%	-6	-5%
56	COc1cc(/C=N\NC(=O)c2ccc(C)nc2)ccc1OC(=O)c1ccco1	-19%	-6	13%	-10	0	1	-1.2%	-1	-2%
57	CC(=O)Nc1ccc(S(=O)(=O)NCC(=O)OCC(=O)N2CCCCCC2)cc1	-7%	1	-3%	-6	0	-1	0.9%	-1	-2%
58	COC(=O)c1cc(CNC(=O)Cc2ccsc2)ccc1OC	-22%	1	-4%	nt	0	-7	0.9%	0	-2%
59	O=C(O)C1CCCCC1C(=O)NCCc1cccc(Cl)c1 (configuration not stated)	-3%	15	-2%	-3	1	-1	0.5%	-1	-11%

This is a subset; rates above refer to the full screens.
